Screening data as filed in PubChem BioAssay.
b-catenin transl: modulators of beta-catenin nuclear translocation; HeLa beta-catenin nuclear translocation, immunofluorescence imaging; nuclear translocation activity, % at 5 µM; actives 0.3% (n = 190,000);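 active = nuclear translocation activity above 50% at 5 µM, with a well cell count of 50 or more; inconclusive = wells under 50 cells across six images, flagged as toxic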;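 also: per-cell ratio of nuclear to cytoplasmic median beta-catenin stain intensity; plate controls were DMSO negative control for no effect and GSK-3 inhibitor IX positive control for full effect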
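System: HeLa cells, endogenous beta-catenin; compound dosing: 5 µM primary single dose, 0.1% DMSO, 0.02–20 µM confirmation series; incubation: 24 h compound exposure at 37°C, 5% CO2; signal: beta-catenin immunofluorescence imaging with DAPI; evaluation: % activation, nuclear-to-cytoplasmic median beta-catenin signal ratio per cell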
Yfh1-depleted yeast: enhancers of respiration in Yfh1-depleted yeast, dose response, Friedreich's ataxia, plus single-dose screen (AID 1465); actives 0.074% (n = 220,000); one-dose fold induction at 50 µM; EC50 in µM for titrated hits; S. cerevisiae Yfh1-off respiration, WST-1 reduction, 72 h; higher fold induction means a stronger effect;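 active = fold induction of absorbance versus untreated yeast above a set limit, then at least 30% activation at any dose in follow-up; inconclusive = repeats straddling the limit, or above it without dose testing; inactive = fold induction below the set limit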;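 also: activators that raise dye reduction in frataxin-depleted yeast; strong numbers were not always called active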
WT yeast gro inh: growth inhibition of WT yeast, mitochondrial fusion screen | mitochondrial fusion phenotypic screen, WT strain | inhibition, % at 10 µM | actives 2.1% (n = 190,000) | AID 1362; in the data active = inhibition above about 58%; tested in S. cerevisiae
Dynein cargo inh: dynein cargo transport inhibition; 3617.4 mouse cells, GR-EGFP nuclear translocation imaging; test concentration mostly 20 µM; stimulated with dexamethasone, 1 µM; stronger effect = lower value; z-score, hits read low; actives 0.47% (n = 220,000);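 active = plate z-score of nuclear minus cytoplasmic receptor signal below a set negative limit, without overly bright fluorescence or cell loss, cut at about -3.5 in these data, passing the limit was not always enough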;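 also: z-score of nuclear minus cytoplasmic ring GR-EGFP intensity difference per well; some compounds called inactive have numbers as strong as hits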
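Buffer or medium: Induction medium lacking tetracycline, stripped serum | Also added: Dexamethasone agonist, 1.0 µM final, for 30 min | Timing: 48 h induction, 1 h compound, 30 min dex at 37 °C | Detection: Formaldehyde fixation, Hoechst nuclear stain, 10x automated fluorescence imaging | Measure: Nuclear versus cytoplasmic GR-EGFP signal, averaged per well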
P. falciparum M1AAP: P. falciparum M1AAP inhibitors, biochemical, fluorogenic H-Leu-NHMec substrate, 1536-well (AID 1445) | recombinant M1AAP, H-Leu-NHMec fluorogenic kinetic assay; higher % means a stronger effect | inhibition, % at 30 µM; hits with a dose series show IC50 in µM | actives 0.42% (n = 220,000);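 active = primary inhibition above the hit cutoff, then over 50% inhibition at one or more dose response concentrations, cut at about 23% in these data, passing the limit was not always enough; inconclusive = conflicting primary data, or primary hits not chosen for dose response; inactive = low primary inhibition, or under 50% at every dose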;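 also: plate controls were DMSO full reaction for no effect and no enzyme background for full effect; strong numbers were not always called active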
MT stabilizer: microtubule stabilization, imaging screen; actives 0.83% (n = 200,000); AID 2205; % tubulin-high responders, % at 10 µM; HeLa tubulin immunostaining HCS, 24 h; share of cells brighter than vehicle mean+2SD;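 active = plate Z-score above 3 for both tubulin-high and condensed-nucleus cell shares, with cell loss under 80%, at 10 µM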;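 also: anti alpha tubulin signal scored within the nucleus-defined area of each cell; some results filed as inactive read as strong as hits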
Autophagy HCS: modulators of autophagy; MEF GFP-LC3 puncta imaging; test concentration mostly 10 µM; calls only at 10 µM (by protocol); actives 0.98% (n = 190,000);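 active = percentage of spot-positive cells more than 3 SD above its plate mean, without a fluorescence outlier flag or 80% toxicity; inconclusive = no clear call, values can overlap the other calls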;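 also: spot-positive cell cutoff set from DMSO-treated cells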
P. falciparum M17LAP: P. falciparum M17LAP inhibitors, primary screen, biochemical, fluorogenic H-Leu-NHMec substrate, 1536-well (AID 1619); recombinant M17LAP, H-Leu-NHMec fluorogenic kinetic assay; higher % means a stronger effect; actives 0.38% (n = 220,000); inhibition, % at 30 µM, or IC50 in µM where a hit was titrated;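 active = compound inhibiting the enzyme by more than half at any dose during confirmatory dose-response retesting; inconclusive = strong single-dose inhibitors picked by rank but not retested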;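 also: plate controls were full reaction with DMSO carrier for no effect and no enzyme background for full effect; strong numbers were not always called active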
T cell HTS: T cell immune modulation candidate; 2C CD8+ T cell-vesicle binding, flow cytometry; stronger effect = lower value; calls only at 7 µM; actives 0.068% (n = 330,000); AID 2052;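 active = response, share of CD8 T cells binding vesicles, and their 90th percentile fluorescence all below set limits, cut at about 80% in these data, passing the limit was not always enough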
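Material: 2C TCR transgenic mouse naive CD8+ T cells, MACS-purified. Also added: QL9-charged Drosophila Ld/ICAM-1/B7-1 vesicles. Timing: binding 1.5 h at 37 °C. Measured by: high-throughput flow cytometry with anti-B7-1 and anti-CD8 staining. Read-out: percent CD8+ FL2 mean versus row control. Controls: Unloaded micro-vesicles (low), QL9 vesicles with 0.7% DMSO (high).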
WT yeast gro inh mutant strain: second read-out of WT yeast gro inh, no call of its own (marks repeat the call); inhibition, %; mitochondrial fusion phenotypic screen, mutant strain inhibition
Dynein cargo inh cytoplasmic EGFP: also measured in Dynein cargo inh; calls as there; z-score; measured here: cytoplasmic GR-EGFP intensity; stronger effect = higher value
Dynein cargo inh nuclear GR-EGFP: also measured in Dynein cargo inh; calls as there; z-score; measured here: nuclear GR-EGFP intensity;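 lower value marks the stronger effect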
Dynein cargo inh cell count: also measured in Dynein cargo inh; calls as there; z-score; measured here: cell count per field
b-catenin transl cell count 5 µM: further read-out of b-catenin transl, marked with its call; cell count; measured here: cell count, cytotoxicity flag
T cell HTS vesicle-bound %: also measured in T cell HTS; calls as there; double positive events, %; measured here: CD8+ vesicle-bound cell fraction;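 binding gate set so that unloaded-vesicle control wells show 10% double positive cells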
MT stabilizer Hoechst-high %: recorded beside MT stabilizer, whose call it bears; % Hoechst-high responders; measured here: nuclear condensation Hoechst responders;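 share of cells brighter than vehicle mean plus two SD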
MT stabilizer cytotoxicity %: also measured in MT stabilizer; calls as there; toxicity, %; measured here: cytotoxicity by cell density;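 0% = mean cell density of plate MIN control wells and 100% = no cells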
Autophagy HCS cell loss 18 h: second read-out of Autophagy HCS, no call of its own (marks repeat the call); toxicity, %; measured here: cell loss, nuclei count;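 cell loss after 18 h compound exposure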
Starred values were filed as active, the others as inactive; i = inactive; ? = inconclusive; / = not tested or not shown; + = active, no number.

SMILES	b-catenin transl	b-catenin transl cell count 5 µM	Yfh1-depleted yeast	WT yeast gro inh	WT yeast gro inh mutant strain	Dynein cargo inh	Dynein cargo inh cytoplasmic EGFP	Dynein cargo inh nuclear GR-EGFP	Dynein cargo inh cell count	P. falciparum M1AAP	MT stabilizer	MT stabilizer Hoechst-high %	MT stabilizer cytotoxicity %	Autophagy HCS	Autophagy HCS cell loss 18 h	P. falciparum M17LAP	T cell HTS	T cell HTS vesicle-bound %
O=C(CSc1nccc(-c2ccc(Br)cc2)n1)NCCc1ccccc1	-0.4	1121	i	15	20	/	/	/	/	2%	2.0	1.4	2.4	i	-2	-4%	i	30
COc1ccccc1C(=O)NC(=S)Nc1ccc(NC(=O)c2cccs2)cc1	-0.5	569	i	23	-2	0.19	-0.093	0.13	0.4	3%	2.7	2.6	3.1	i	11	-1%	i	40
Cn1c(C(=O)N2CCC(C(N)=O)CC2)cc2c(=O)n(C)c3ccccc3c21	/	/	i	21	8	2	-0.057	1.5	-0.73	6%	5.6	2.9	3.3	i	4	6%	i	65
Cc1cccc(N2CCN(C3=NC(=O)/C(=C\c4cn[nH]c4-c4ccccc4)S3)CC2)c1	-0.9	1049	i	8	5	0.067	-0.27	-0.011	0.96	9%	5.6	2.1	5.2	i	-12	8%	i	38
S=C(NCC1CCCO1)N1CCN(c2ccccc2)CC1 (stereo unspecified)	-0.6	1120	i	-21	12	0.026	-0.38	0.026	0.58	7%	3.4	4.2	5.8	i	-7	-14%	i	49
CC(C)N1CCC(N2CCN(C3CCCCC3)CC2CCO)CC1 (stereo unspecified)	5.0	941	i	24	4	1.7	0.15	1.9	-2.1	/	1.4	1.2	2.4	i	-1	/	i	46
Cc1nc2cc(NC(=O)NCc3ccco3)ccc2o1	0.9	1057	i	7	6	-0.66	-0.23	0.023	0.0061	-3%	2.5	2.3	17	i	-4	16%	i	30
COc1cc(NC(=O)c2cccs2)cc(OC)c1	-2.2	1133	i	5	16	-0.38	-0.21	0.47	0.27	5%	2.1	2.2	12	i	-3	-2%	i	13
Cc1ccc(Oc2ccc(C(F)(F)F)cc2[N+](=O)[O-])c([N+](=O)[O-])n1	2.1	1282	i	/	/	0.9	0.031	0.92	-2.2	2%	/	/	/	/	/	-9%	i	62
COc1ccc(S(=O)(=O)CCC(=O)N2c3ccccc3CC2C)cc1 (stereo unspecified)	-1.7	1032	i	-12	-2	-0.48	-0.15	0.5	0.31	4%	4.3	1.6	9.5	i	3	-1%	i	42
CCn1c2ccccc2c2cc(NC(=O)CCCN3C(=O)CCC3=O)ccc21	/	/	i	11	-12	-0.028	-0.26	-0.074	0.025	3%	2.5	1.1	2.0	i	-14	7%	i	37
COc1ccccc1N=c1scc(-c2ccc3c(c2)NC(=O)CO3)n1CC1CCCO1 (stereo unspecified)	-5.8	1021	i	4	-71	0.84	-0.2	0.87	0.36	14%	3.1	1.9	5.4	i	-8	17%	i	59
CC1(C)CC(=O)c2cc(OCC(=O)N3CCCCCC3)ccc2O1	3.4	1432	i	13	7	0.11	-0.23	-0.85	0.18	?	2.8	1.8	5.8	i	-6	-41%	i	34
COc1ccc(C(=O)c2sc3nc(C)cc(-c4cccs4)c3c2N)cc1OC	-1.0	569	i	24	1	-6.5	13	-0.19	0.68	1%	1.4	2.2	5.8	+	1.0*	5%	i	51
Cc1ccsc1C(=O)c1sccc1C	-2.1	554	i	-16	-17	1.5	-0.1	0.85	-1.2	12%	1.6	3.7	12	i	8	23%	i	39
Cc1nn(C)c(C)c1S(=O)(=O)N(CC(=O)Nc1ccccn1)c1ccc(C(C)C)cc1	1.4	931	i	1	3	0.77	-0.21	0.51	-0.37	10%	3.1	2.1	5.7	i	-6	5%	i	53
O=C(Nn1c(-c2ccc(F)cc2)nc2ccccc2c1=O)c1cccnc1	1.2	1096	i	-6	-16	0.57	-0.086	0.42	-0.65	16%	2.6	1.6	9.7	i	17	1%	i	56
COc1ccc(C(=O)/C=C/c2ccccc2F)c(OC(=O)c2ccc([N+](=O)[O-])cc2)c1	-0.6	1339	i	26	2	-0.78	0.13	-0.25	-1.2	-10%	7.3	1.4	0.5	i	7	-6%	i	57
O=C(NC1CCCc2ccccc21)c1cccnc1 (stereo unspecified)	3.0	607	i	9	7	-1.7	-0.17	-0.58	0.65	2%	1.9	2.2	6.5	i	2	-1%	i	58
C=CCn1c(SCC(=O)Nc2nnc(CC)s2)nnc1-c1ccco1	0.0	1132	i	-4	4	-0.47	-0.26	0.16	1.1	1%	2.7	2.6	16	i	16	22%	i	8
Cc1ccc(OCc2n[nH]c(=S)n2-c2ccccc2)cc1	-0.7	1146	i	11	21	-0.066	-0.29	-0.088	0.66	0%	3.8	2.3	4.1	i	-19	-4%	i	16
O=C(COC(=O)c1ccccc1O)Nc1cccc(S(=O)(=O)NC2=NCCCCC2)c1	1.0	1335	i	/	/	-0.58	-0.2	-0.15	1.3	4%	/	/	/	/	/	-3%	i	20
COc1ccccc1NC(=O)Cn1nnc(-c2ccccc2NC(=O)c2cnccn2)n1	1.6	929	i	6	-15	0.92	-0.11	0.4	0.38	7%	1.5	1.4	7.6	i	-14	2%	i	46
O=C(NCc1ccco1)c1cccn2c(=O)c3c4c(sc3nc12)CCCC4	-2.7	1379	/	31	23	-1.7	-0.0091	-0.96	1.2	16%	1.8	1.0	2.1	i	1	1%	i	24
Cc1ccc(C(C(=O)NCc2ccco2)N(C(=O)CNC(=O)c2cccs2)c2c(C)cccc2C)cc1 (stereo unspecified)	-0.8	790	i	18	27	0.12	-0.18	0.096	-0.3	1%	4.6	2.2	9.8	i	-21	10%	i	49
COc1cccc2cc(C(=O)NCCc3c[nH]c4ccccc34)c(=O)oc12	-0.4	1588	i	14	9	0.21	-0.33	0.3	0.41	7%	1.3	1.5	4.2	i	20	4%	i	54
Cc1nn(CCC#N)c(NC(=O)c2ccc(Cl)cc2Cl)c1P(=O)(Nc1ccc([N+](=O)[O-])cc1)N1CCOCC1 (stereo unspecified)	-1.2	944	i	3	4	1.7	-0.21	0.73	0.21	7%	2.9	1.9	5.6	i	66	26%	i	47
CC(C)(C)C1CCC(C(=O)OCC(=O)N2CCN(C(=O)c3ccco3)CC2)CC1 (stereo unspecified)	-1.9	1063	i	32	2	0.044	-0.34	0.25	0.1	-1%	7.6	2.7	23	i	6	-4%	i	43
Cc1ccc2nc(NC(=O)C3CCCN(S(=O)(=O)c4cccc5nonc45)C3)sc2c1 (stereo unspecified)	0.6	1319	i	/	/	0.7	0.16	1.1	-0.99	-4%	/	/	/	/	/	-4%	i	43
COc1cc(/C=C/C(=O)Nc2cc(C(F)(F)F)ccc2Cl)cc(OC)c1OC	-1.7	1340	i	51	18	0.33	-0.2	-0.027	0.18	1%	2.7	1.2	3.3	i	1	1%	i	35
O=C(Cn1nnc2ccccc2c1=O)N1CCCc2ccccc21	2.7	664	i	19	11	0.016	-0.2	0.19	0.16	2%	5.6	3.6	6.5	i	-20	6%	i	30
CCc1nnc(NC(=O)C2Cc3ccccc3CN2S(=O)(=O)c2cccs2)s1 (stereo unspecified)	-0.1	1040	i	20	30	0.32	-0.22	0.46	-0.19	3%	2.8	0.6	11	i	-2	12%	i	49
NC(=O)c1oc2ccc(Cl)cc2c1N	-2.3	815	i	4	-1	-0.56	-0.21	-0.4	1.4	11%	2.1	0.9	2.6	i	-4	-42%	i	60
CCOC(=O)N/N=C/c1cccnc1	0.1	1041	i	16	16	1.6	-0.28	0.87	0.13	4%	4.2	3.1	11	i	28	-2%	i	47
Cc1cccc(C(=O)Nc2nnc(-c3cccnc3)o2)c1	0.6	1095	i	6	-17	-0.69	-0.26	-0.43	0.93	2%	3.2	2.1	7.8	i	-11	-19%	i	47
CCOC(=O)Cn1c2ccc(OC)cc2c2nc3ccccc3nc21	-7.2	980	i	-7	-11	0.72	-0.21	0.19	0.44	9%	6.2	2.6	6.1	+	2.1*	-6%	i	38
